M5 PAM – CHRM5 positive allosteric modulation | P08912 | CHO-K1 hM5, Fluo-8 calcium, ACh EC20 PAM; 0% = ACh EC20, 100% = ACh EC100 | activation, % at 3 µM | hit rate 0.3% among 360,000;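 active = activation above the run cutoff, the mean activation of all test compounds plus 3 SD, cut at about 18% in these data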
Target sequence (P08912 whole entry, looked up): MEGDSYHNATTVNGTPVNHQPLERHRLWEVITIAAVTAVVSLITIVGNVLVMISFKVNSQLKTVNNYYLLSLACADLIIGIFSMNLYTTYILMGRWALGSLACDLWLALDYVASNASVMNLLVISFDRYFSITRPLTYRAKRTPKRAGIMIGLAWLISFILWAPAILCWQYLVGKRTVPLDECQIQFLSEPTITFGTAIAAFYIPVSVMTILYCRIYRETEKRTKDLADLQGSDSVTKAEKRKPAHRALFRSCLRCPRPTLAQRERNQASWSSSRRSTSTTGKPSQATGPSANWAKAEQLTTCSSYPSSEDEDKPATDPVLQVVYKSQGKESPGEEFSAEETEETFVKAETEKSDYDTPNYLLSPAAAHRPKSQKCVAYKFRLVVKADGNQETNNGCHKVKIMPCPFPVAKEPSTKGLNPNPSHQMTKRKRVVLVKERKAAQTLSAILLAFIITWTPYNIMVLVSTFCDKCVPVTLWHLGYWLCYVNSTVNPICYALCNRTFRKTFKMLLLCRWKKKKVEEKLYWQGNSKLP
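System: CHO-K1 cell line with stable human muscarinic M5 receptor expression | Also added: EC20 acetylcholine as agonist stimulus | Compound: One concentration, 3 µM final (nominal) | Timing: Fluo-8 loading 80 min at 37 °C plus 30 min room temperature | Measured by: Fluo-8 calcium dye fluorescence, kinetic read | Read-out basis: % activation, ACh-normalized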
M5 ag – CHRM5 agonism in calcium assay | CHO-K1 hM5 cells, Fluo-8 calcium fluorescence; 0% DMSO wells, 100% maximal acetylcholine response | activation, % at 3 µM | hit rate 0.19% among 360,000 | AID 624037;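 active = activation above the run's mean over test compounds plus 3 SD, cut at about 23% in these data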;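 also: signal is peak over basal fluorescence ratio across the kinetic read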
M4 PAM – positive allosteric modulators of human muscarinic M4 receptor | P08173 | CHO-K1 hM4/Gqi5, Fluo-8 calcium fluorescence, ACh EC20; 0% = ACh EC20, 100% = maximal ACh | activation, % at 3 µM | hit rate 0.4% among 360,000 | AID 624126;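 active = activation above its plate's cutoff, the mean activation of sample wells plus 3 SD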; also: some results filed as inactive read as strong as hits
Target sequence (P08173 whole entry, looked up): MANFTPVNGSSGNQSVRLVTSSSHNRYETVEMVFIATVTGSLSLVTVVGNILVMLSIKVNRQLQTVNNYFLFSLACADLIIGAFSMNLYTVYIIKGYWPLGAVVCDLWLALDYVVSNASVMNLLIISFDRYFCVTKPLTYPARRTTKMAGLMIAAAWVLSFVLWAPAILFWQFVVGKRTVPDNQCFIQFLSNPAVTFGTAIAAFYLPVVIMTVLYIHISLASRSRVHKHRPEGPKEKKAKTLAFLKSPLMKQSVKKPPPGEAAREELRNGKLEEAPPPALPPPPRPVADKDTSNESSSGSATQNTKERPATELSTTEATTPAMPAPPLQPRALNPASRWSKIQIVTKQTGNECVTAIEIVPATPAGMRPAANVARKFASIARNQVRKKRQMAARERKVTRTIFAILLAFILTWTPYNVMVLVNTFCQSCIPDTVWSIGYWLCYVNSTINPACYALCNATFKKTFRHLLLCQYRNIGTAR
CRFR2-BP ag – agonists of human CRF-binding protein/CRF-R2 receptor complex. activation, % at 13.2 µM. hit rate 0.46% among 350,000. AID 588473. HEK293 CRF-R2/CRF-BP, calcium dye fluorescence (FLIPR); percent of saturating CRF peptide response;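 active = activation of at least 50%, plus an integration ratio under a set limit after plate pattern correction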;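 also: plate controls were neutral control wells without compound for no effect and CRF at EC100 for full effect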
TAAR1 antag – antagonists of human TAAR1. Q96RJ0. CHO RD-HGA16 TAAR1, Fluo-8 calcium fluorescence, antagonist. inhibition, % at 3 µM. hit rate 1.5% among 360,000;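 active = inhibition above a per-plate cutoff, the mean inhibition of test compounds on that plate plus 3 SD, cut at about 49% in these data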;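 also: 0% = DMSO plus EC80 beta-PEA response and 100% = DMSO alone without agonist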
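Test system – hTAAR1-expressing CHO RD-HGA16 cells, Gα16-coupled · Reagent – β-PEA at EC80 concentration, post-compound challenge · Compound dosing – 3 µM, single point · Timing – 140 s kinetic read after compound, 140 s after agonist · Detection – Fluo-8 intracellular calcium dye fluorescence, real-time kinetic reads · Control set – DMSO and EC80 PEA controls · Repeats – n of 1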
CRFR2-BP antag – blocks CRF-induced signaling of the CRF-BP/CRF-R2 complex. hit rate 0.59% among 350,000. HEK293 CRF-R2/CRF-BP, CRF-induced calcium fluorescence. AID 588475. inhibition, % at 11.8 µM;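 active = inhibition of the ligand-induced calcium signal above about 50% at the single tested concentration, limit read from the data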
CHO-K1 Ca PAM – M1 PAM counterscreen hit in parental CHO-K1 cells; hit rate 0.02% among 360,000; ATP EC20, Fluo-8 calcium fluorescence; 0% at ATP EC20, 100% at ATP max; activation, % at 3 µM; AID 602247;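 active = activation above the run cutoff, the mean activation of all test compounds plus 3 SD, cut at about 40% in these data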;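 also: peak over basal fluorescence ratio in a 140 s read after ATP addition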
TAAR1 ag – human TAAR1 agonism; Q96RJ0; CHO RD-HGA16 TAAR1, Fluo-8 calcium fluorescence; vehicle wells 0%, saturating PEA agonist 100%; activation, % at 3 µM; hit rate 0.99% among 360,000; AID 624467;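 active = activation above the mean activation of all test compounds in the run plus 3 SD, cut at about 38% in these data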
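Test system: RD-HGA16 (CHO) cells co-expressing Gα16 and hTAAR1; dosing: one-point dosing at 3 µM (nominal); timing: 17-24 h seeding, 75 min 37 °C dye, 30 min RT; signal: kinetic Fluo-8 calcium fluorescence; read-out basis: % activation relative to PEA EC100 response; controls: DMSO and PEA EC100; replicates: n 1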
CHRM5 antagonist – antagonists of human muscarinic M5 receptor (CHRM5); P08912; CHO-hM5 cells, Fluo-8 calcium fluorescence, ACh EC80; inhibition, % at 3 µM; hit rate 0.59% among 360,000; AID 624040;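 active = inhibition above a per-plate cutoff, the mean of that plate's test compounds plus 3 SD, cut at about 27% in these data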;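 also: 0% = acetylcholine EC80 with DMSO and 100% = DMSO without agonist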
The depositor's hits bear a star; x = not tested or not shown.

SMILES | M5 PAM | M5 ag | M4 PAM | CRFR2-BP ag | TAAR1 antag | CRFR2-BP antag | CHO-K1 Ca PAM | TAAR1 ag | CHRM5 antagonist
O=C(NCCCN1CCOCC1)c1ccc(Sc2ccc(F)cc2)c([N+](=O)[O-])c1 | -1 | -6 | -9 | -1.1 | 1 | 13 | 17 | 2 | -7
CN(C)c1ccc(C(=O)OCc2ccc(Br)cc2)cc1 | -3 | -4 | 6 | -1.7 | 30 | 5 | 26 | 6 | -11
O=C(NC1CC2CCC1C2)C1CCN(S(=O)(=O)c2ccc(-c3nn[nH]n3)cc2)CC1 (centres undefined) | 1 | 0 | 6 | -1.6 | -16 | 5 | -2 | 14 | -1
CCOc1ccc(N(C)S(=O)(=O)c2ccc3[nH]cc(C(=O)NCC4CCCO4)c(=O)c3c2)cc1 (centres undefined) | -2 | -3 | -10 | -1.2 | 10 | 9 | 2 | 16 | 2
S=C(NC1CCCCC1)N1CCOCC1 | -5 | -1 | 2 | -0.6 | 9 | 3 | 14 | 0 | 3
COc1ccc(C)cc1NC(=O)CN(C)C1CCCCC1 | -5 | -3 | -4 | -1.4 | 8 | 9 | -8 | 2 | 12
COc1ccccc1/C=C/C(=O)NCC(=O)N/N=C(\CCC(=O)O)c1ccccc1 | 3 | -3 | 6 | -2.9 | -5 | -11 | 10 | 3 | 2
CC1(C)Cc2noc(N)c2C(C)(C)N1OC(=O)c1cccs1 | 1 | -1 | 3 | 0.0 | -3 | -4 | 11 | 6 | -1
COc1ccc2[nH]c3nc(SCC(=O)Nc4cccc(NC(C)=O)c4)nnc3c2c1 | 4 | -6 | -6 | -1.6 | 8 | 6 | -27 | 0 | 0
O=C(O)COc1ccccc1/C=N/NC(=O)CSc1nc2ccccc2n1Cc1ccccc1Cl | 0 | -2 | -2 | -1.2 | -21 | -15 | 12 | -1 | 1
Cn1nnnc1SCc1ccc(C(=O)Nc2nccs2)cc1 | -4 | 3 | -6 | -2.1 | 19 | 10 | -10 | 4 | 10
O=C(Nc1nnc(-c2cccnc2)s1)c1cccs1 | 0 | -7 | -3 | 2.9 | -21 | -4 | -10 | 0 | -1
CCOC(=O)N1CCC(NC(=O)C(NS(=O)(=O)c2cccc3nsnc23)c2ccccc2)CC1 (centres undefined) | 3 | 1 | -5 | -0.6 | -13 | -6 | -1 | 9 | 3
Cc1ccc(NC(=O)CN(C)C(=O)COC(=O)CNS(=O)(=O)c2ccc(F)c(F)c2F)cc1 | 0 | 0 | 5 | -1.8 | 12 | 20 | 8 | 3 | 7
CCN(CC)c1ccc(C(=O)N/N=C/c2ccccc2OC(F)F)cc1 | -1 | -6 | 6 | 0.0 | 27 | 6 | 14 | -2 | -1
COc1ccc(Nc2cc(C(=O)NCc3ccco3)c3ccccc3n2)c(OC)c1 | -8 | 0 | -14 | 0.7 | 51* | 9 | 19 | 8 | -1
Cn1cc(/C=C/c2nc3ccccc3c(=O)n2-c2cccc([N+](=O)[O-])c2)c2ccccc21 | -3 | -2 | -2 | 7.2 | 10 | 16 | 18 | 2 | -2
COc1ccccc1C(=O)NCC(=O)OCC(=O)Nc1cccc(S(=O)(=O)N(C)C)c1 | -5 | -1 | -1 | -0.8 | 21 | 2 | 13 | 2 | 2
CCOC(=O)c1c(C)[nH]c(C)c1S(=O)(=O)N(C)CC(=O)NCc1cccc(Br)c1 | 4 | -3 | 1 | -1.9 | -17 | 6 | -1 | 4 | 2
Cc1ccc(OCCn2cc(/C=C(\C#N)C(=O)NCC3CCCO3)c3ccccc32)cc1C (centres undefined) | -14 | 0 | -11 | 0.5 | 41 | -51 | 7 | 8 | 11
Cc1c(NS(=O)(=O)c2cccc(C(=O)O)c2)c(=O)n(-c2ccccc2)n1C | -1 | -3 | 7 | 1.0 | -4 | -6 | -5 | 4 | -4
CCCCNC(=O)/C(=C\c1ccc([N+](=O)[O-])o1)NC(=O)c1ccccc1 | 1 | 0 | 8 | -1.9 | 4 | 1 | 15 | 4 | -3
N#C/C(=C\c1ccccc1Br)C(=O)NC1CC1 | -4 | -5 | -6 | -0.3 | -21 | -8 | -7 | 5 | -2
O=C(Nc1ccc2c(c1)OCO2)C1CCN(S(=O)(=O)c2cccs2)CC1 | 7 | 4 | 5 | -4.2 | 14 | -3 | 14 | 15 | -9
COc1ccc(OC)c(CNS(=O)(=O)c2cc(CN3C(=O)c4cccnc4C3=O)ccc2OC)c1 | 3 | -2 | -3 | 0.7 | 13 | -11 | 24 | 5 | -3

Part of the list above in order of SMILES length, rising:
SMILES | M5 PAM | M5 ag | M4 PAM | CRFR2-BP ag | TAAR1 antag | CRFR2-BP antag | CHO-K1 Ca PAM | TAAR1 ag | CHRM5 antagonist
O=C(Nc1nnc(-c2cccnc2)s1)c1cccs1 | 0 | -7 | -3 | 2.9 | -21 | -4 | -10 | 0 | -1
COc1ccc(Nc2cc(C(=O)NCc3ccco3)c3ccccc3n2)c(OC)c1 | -8 | 0 | -14 | 0.7 | 51* | 9 | 19 | 8 | -1
COc1ccccc1/C=C/C(=O)NCC(=O)N/N=C(\CCC(=O)O)c1ccccc1 | 3 | -3 | 6 | -2.9 | -5 | -11 | 10 | 3 | 2

Other structures
SMILES | M5 PAM | M5 ag | M4 PAM | CRFR2-BP ag | TAAR1 antag | CRFR2-BP antag | CHO-K1 Ca PAM | TAAR1 ag | CHRM5 antagonist
Cc1ccsc1/C=N/Nc1ccc(C(=O)O)cc1 | -4 | -1 | -1 | -0.9 | 10 | -3 | 4 | 15 | 4
CCC(=O)Nc1cc(C(=O)O)ccc1Sc1ccc(Cl)cc1 | 3 | 0 | 3 | 1.5 | 6 | -2 | -15 | 2 | 3
O=S1(=O)N=C(Nc2nncs2)c2ccccc21 | 1 | 4 | -4 | -0.2 | 9 | 10 | 1 | 6 | 0
COc1ccc(S(=O)(=O)N2CCOCC2)cc1NC(=O)c1ccc(S(=O)(=O)N2CCCCC2)cc1 | 2 | -2 | -10 | -2.0 | -16 | -1 | -15 | 3 | 7
Cc1cccc(C)c1NC(=S)N(Cc1cccnc1)Cc1ccccc1Cl | 0 | -6 | -7 | 1.8 | -10 | -16 | 9 | -1 | 7
Cc1ccc(NS(=O)(=O)c2ccc3[nH]c(=O)c(=O)[nH]c3c2)cc1Cl | -9 | -4 | -7 | -1.9 | 16 | 5 | 21 | 2 | 4
CCCNC(=O)Cn1c(=O)oc2cc(S(=O)(=O)N3CC(C)CC(C)C3)ccc21 (centres undefined) | 0 | 0 | -5 | 0.5 | -26 | 7 | -17 | 15 | -1
O=C(CCN1C(=O)/C(=C/c2ccco2)SC1=S)Nc1ccc(C(=O)O)c(O)c1 | 2 | 2 | -3 | 0.4 | -1 | -6 | 16 | 12 | 2
CN(C(=O)CN1C(=O)/C(=C/c2ccccc2Cl)SC1=S)C1CCS(=O)(=O)C1 (centres undefined) | -4 | -2 | -3 | 6.0 | -16 | 53* | 10 | 1 | 7
Cc1cccc(NC(=O)c2cnc3n(c2=O)CCS3)c1 | -4 | 0 | -2 | -3.7 | 7 | -26 | 7 | 6 | 8
CC(=O)n1cc([C@@H]2C=C(C(=O)N3CCN(Cc4ccc5c(c4)OCO5)CC3)O[C@H](OCCCCO)C2)c2ccccc21 | -9 | 3 | -4 | -2.2 | 46 | 6 | 18 | 23 | 8
COc1ccc(C(=O)O/N=C(\N)Cc2ccc(Cl)cc2Cl)cc1OC | 6 | 1 | 7 | 1.8 | 6 | 0 | 18 | 8 | 5
O=C1c2oc3ccccc3c(=O)c2C(c2cccs2)N1CCCN1CCOCC1 (centres undefined) | -2 | 1 | -6 | 2.9 | 0 | 4 | 11 | -2 | 6
O=C(COC(=O)CCC(=O)c1ccc(F)cc1)Nc1ccc2[nH]c(=O)[nH]c2c1 | 4 | 3 | 7 | -0.1 | -20 | 16 | -14 | 0 | -1
COc1ccc(Cl)cc1-c1n[nH]c(=S)o1 | -5 | -3 | 5 | -0.2 | -15 | -1 | 7 | 4 | 0
CN(C)c1ccc(N=C/C=C2\N(C)c3ccccc3C2(C)C)cc1 | 1 | -2 | 7 | 4.5 | 9 | -17 | 13 | 47* | -6
CCCOC(=O)NC(CC)COC(=O)Nc1cc(C)ccc1C (centres undefined) | 1 | -3 | 0 | -3.1 | 7 | 18 | 16 | 2 | 1
COc1ccc(CNC(=O)C(c2ccc(C)o2)N(Cc2cccs2)C(=O)Cc2cccs2)cc1 (centres undefined) | -43 | -3 | -18 | -0.6 | 87* | -7 | 7 | 22 | 20
CCOc1ccc(N2CC(C(=O)NCc3ccccc3)CC2=O)cc1 (centres undefined) | 4 | 3 | 14 | -2.0 | -8 | 11 | 20 | 0 | 9
CN(C)c1ccc(/C=N/n2ncc3ccccc32)cc1 | 0 | 0 | 10 | -0.9 | x | -8 | 8 | x | 1
O=C(COC(=O)c1ccco1)Nc1cccc(Br)c1 | -4 | 0 | -1 | 5.3 | 18 | -2 | -6 | 11 | 6
O=C(N/N=C/c1c(Cl)cccc1Cl)c1ccccc1F | -2 | -3 | 10 | 0.8 | -2 | 14 | 13 | 8 | 4
O=C(NCC(=O)N(c1ccccc1)C(C(=O)NC1CCCC1)c1ccncc1)c1ccco1 (centres undefined) | 3 | -2 | 6 | -0.1 | -5 | 12 | 22 | 7 | 0
c1ccc(COc2ccc(OCCCN3CCCC3)cc2)cc1 | -17 | -5 | -25 | 0.2 | -22 | 12 | 26 | 3 | 9
COc1ccccc1NC(=O)CN1C(=O)CCS(=O)(=O)c2ccccc21 | -5 | -3 | 1 | -2.7 | -27 | 84* | 5 | 0 | 4

(listing goes on)
SMILES | M5 PAM | M5 ag | M4 PAM | CRFR2-BP ag | TAAR1 antag | CRFR2-BP antag | CHO-K1 Ca PAM | TAAR1 ag | CHRM5 antagonist
CC1=C(C(=O)Nc2ccc(C(=O)N3CCN(c4ccccc4F)CC3)cc2)SCCO1 | -4 | -1 | -8 | -1.0 | 3 | 18 | 5 | 1 | 7
Cc1ccc2c(c1)N(C(=O)CCC(=O)NC1CCC(C)CC1)CCO2 (centres undefined) | -4 | -1 | 0 | -3.1 | 37 | 1 | -8 | -2 | 0
Cc1nc(C(C)N(C)Cc2c(C(=O)N3CCCCC3)nc3c(C)cccn23)c(C)s1 (centres undefined) | 0 | 1 | -2 | 3.2 | 3 | 24 | 17 | 0 | -3
O=C1CCC(C(=O)N2CCOCC2)CN1Cc1cccc(C(F)(F)F)c1 (centres undefined) | 7 | -3 | 9 | -0.8 | -25 | 11 | 22 | 3 | -3
O=C1c2cccc([N+](=O)[O-])c2C(=O)N1CCO | -12 | -1 | -6 | -3.4 | -22 | 25 | 0 | 2 | 6
COc1ccc(-c2nc3ccccc3nc2-c2ccc(OC)cc2)cc1 | -9 | -8 | -7 | 0.8 | 30 | 4 | 15 | 5 | 8
Cc1ccc(C(=O)N2CCCC(Nc3cccc(F)c3)C2)cc1N1CCNC1=O (centres undefined) | 4 | -5 | 4 | -1.0 | -16 | -21 | 3 | 3 | -3

Source: PubChem BioAssay
